Compound activity deposited in PubChem by several laboratories.
T cell modulator: modulates CD8 T cell binding to vesicles. 2C CD8+ T cell-vesicle binding, flow cytometry; active compounds read low. calls only at 7 µM. 330,000 tested, 0.068% active;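 active means response, share of CD8 T cells binding vesicles, and their 90th percentile fluorescence all below set limits, cut at about 80% in these data, passing the limit was not always enough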
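System: murine 2C transgenic CD8+ T lymphocytes; also added: QL9-loaded Drosophila micro-vesicles; times: binding 1.5 h at 37 °C; measured by: flow cytometry, PE anti-B7-1 (FL2) versus Alexa647 anti-CD8 (FL8), PFA-fixed; control set: Peptide-free naked vesicles (low) and QL9 vesicles with 0.7% DMSO vehicle (high)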
Hep lipid drop: modulators of hepatic lipid droplet formation; AML12 mouse hepatocytes, oleate lipid droplets, BODIPY imaging; inhibition, % at 6.5 µM; 240,000 tested, 0.4% active;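 active means lipid droplet intensity inhibited by at least 50%, with more than 500 cells counted; inconclusive means wells with under 300 cells, treated as cytotoxic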
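Assay system: AML12 hepatocytes (mouse); Probe or stimulus: oleic acid at 100 µM to induce lipid droplet formation; Dosing: compound at 6.5 µM only; Schedule: compound with oleate, overnight; Detection: fluorescence imaging, 20x objective, two fields per well; Measure: % inhibition of lipid droplet signal.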
MT stabilize HCS: microtubule stabilizers in HeLa cells; HeLa tubulin immunostaining HCS, 24 h; share of cells brighter than vehicle mean+2SD; 200,000 tested, 0.83% active; % tubulin-high responders, % at 10 µM;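 active means plate Z-score above 3 for both tubulin-high and condensed-nucleus cell shares, with cell loss under 80%, at 10 µM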;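 further: anti alpha tubulin signal scored within the nucleus-defined area of each cell; some results filed as inactive read as strong as hits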
West Nile antiviral: inhibition of WNV-induced cytopathic effect – cell-based, CPE readout (AID 1621) | West Nile virus-infected cells, CPE inhibition; higher % means a stronger effect | one-dose CPE inhibition, % at 10 µM; IC50 in µM for titrated hits | 290,000 tested, 0.02% active; in the data active means a potency from the dose series; inconclusive means CPE inhibition mostly from about 3.7% at the one dose, without a potency; inactive means the rest, 99 in 100 with CPE inhibition below about 2.2%; further: strong numbers were not always called active
Myeloid diff MLP: compounds promoting myeloid differentiation. ER-HoxA9 myeloid progenitors, lysozyme-GFP differentiation, flow cytometry. calls only at 10 µM. 360,000 tested, 1% active. AID 624256;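 active means normalized GFP-positive differentiation at or above the plate's own cutoff, the solvent-only control mean plus 3 SD; inconclusive means no clear call, values can overlap the other calls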;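 further: cells exposed to compound for four days before flow analysis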
WT yeast gro inh: growth inhibition of WT yeast, mitochondrial fusion screen | mitochondrial fusion phenotypic screen, WT strain | inhibition, % at 10 µM | 190,000 tested, 2.1% active | AID 1362; in the data active means inhibition above about 58%; tested in S. cerevisiae
Autophagy mod: autophagy modulation, high-content screen; 190,000 tested, 0.98% active; MEF GFP-LC3 puncta imaging; test concentration mostly 10 µM; calls only at 10 µM (by protocol);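 active means percentage of spot-positive cells more than 3 SD above its plate mean, without a fluorescence outlier flag or 80% toxicity; inconclusive means no clear call, values can overlap the other calls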;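 further: spot-positive cell cutoff set from DMSO-treated cells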
bCat nuc transl: modulators of beta-catenin nuclear translocation; HeLa beta-catenin nuclear translocation, immunofluorescence imaging; nuclear translocation activity, % at 5 µM; 190,000 tested, 0.3% active; AID 1665;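 active means nuclear translocation activity above 50% at 5 µM, with a well cell count of 50 or more; inconclusive means wells under 50 cells across six images, flagged as toxic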;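 further: per-cell ratio of nuclear to cytoplasmic median beta-catenin stain intensity; plate controls were DMSO negative control for no effect and GSK-3 inhibitor IX positive control for full effect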
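assay system = human HeLa cells, endogenous beta-catenin | times = compound treatment 24 h, 37°C, 5% CO2 | detection = Anti-beta-catenin immunofluorescence on PFA-fixed, Triton-permeabilized cells, DAPI nuclei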
Ins promoter up: MIN6 insulin promoter up-regulation. MIN6 insulin promoter-GFP reporter, high-content imaging; active compounds read high. z-score at 5 µM. 190,000 tested, 0.3% active. AID 1625;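 active means z-score above 3 at 5 µM with at least 500 cells counted in the well; inconclusive means wells under 500 cells, flagged as cytotoxic or low count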
WT yeast gro inh mutant strain: recorded beside WT yeast gro inh, whose call it bears; inhibition, %; mitochondrial fusion phenotypic screen, mutant strain inhibition
Ins promoter up cell count: also measured in Ins promoter up; calls as there; cell count; measured here: cytotoxicity, nuclei count;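 total cells summed across four imaged fields per well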
Hep lipid drop cells 6.5 µM: second read-out of Hep lipid drop, no call of its own (marks repeat the call); cell count; measured here: cell count, cytotoxicity flag;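 cells counted across two imaged fields per well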
bCat nuc transl cell count 5 µM: also measured in bCat nuc transl; calls as there; cell count; measured here: cell count, cytotoxicity flag
T cell modulator vesicle-bound %: recorded beside T cell modulator, whose call it bears; double positive events, %; measured here: CD8+ vesicle-bound cell fraction;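 binding gate set so that unloaded-vesicle control wells show 10% double positive cells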
MT stabilize HCS Hoechst-high %: also measured in MT stabilize HCS; calls as there; % Hoechst-high responders; measured here: nuclear condensation Hoechst responders;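 share of cells brighter than vehicle mean plus two SD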
MT stabilize HCS cytotoxicity %: recorded beside MT stabilize HCS, whose call it bears; toxicity, %; measured here: cytotoxicity by cell density;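 0% = mean cell density of plate MIN control wells and 100% = no cells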
Autophagy mod cell loss 18 h: second read-out of Autophagy mod, no call of its own (marks repeat the call); toxicity, %; measured here: cell loss, nuclei count;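 cell loss after 18 h compound exposure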
Myeloid diff MLP GFP+ MAC1+ %: also measured in Myeloid diff MLP; calls as there; GFP+ MAC1+ double positive, %; measured here: differentiation confirmed by MAC1 staining
* marks the source's active call; other numbers are inactive results; i = inactive; ? = inconclusive; nt = no result given; + = active, no number.

SMILES	T cell modulator	T cell modulator vesicle-bound %	Hep lipid drop	Hep lipid drop cells 6.5 µM	MT stabilize HCS	MT stabilize HCS Hoechst-high %	MT stabilize HCS cytotoxicity %	West Nile antiviral	Myeloid diff MLP	Myeloid diff MLP GFP+ MAC1+ %	WT yeast gro inh	WT yeast gro inh mutant strain	Autophagy mod	Autophagy mod cell loss 18 h	bCat nuc transl	bCat nuc transl cell count 5 µM	Ins promoter up	Ins promoter up cell count
O=C(NCc1ccco1)C(c1cccs1)N(C(=O)C1COc2ccccc2O1)c1cccc(O)c1 (stereo not drawn)	i	38	-30	671	8.0	3.4	3.0	0.1%	i	1.3	4	7	i	-6	1.7	947	-0.44	1720
O=C(O)c1csc(-c2cccc(Cl)c2)n1	i	30	-3	660	nt	nt	nt	0.0%	i	0.4	nt	nt	nt	nt	-0.6	1242	0.02	1144
CCn1cc(C(=O)NCc2ccccc2OC)c(=O)c2ccc(C)nc21	i	56	nt	nt	nt	nt	nt	-0.2%	nt	nt	nt	nt	nt	nt	-5.2	893	0.68	1219
CC(C)(C)C(=O)N1N=C(c2cccc(NS(C)(=O)=O)c2)CC1c1cccs1 (stereo not drawn)	i	59	1	750	1.6	1.8	11	0.1%	i	0.3	-8	-16	i	7	0.8	1046	-0.63	1176
COc1ccc(C2CC(C(F)(F)F)n3nc(C(=O)N(C)Cc4cn(C)nc4C)c(Cl)c3N2)cc1 (stereo not drawn)	i	30	nt	nt	0.8	1.2	7.7	-0.4%	i	0.6	3	-2	i	3	-0.1	1389	-0.36	1517
COc1ccc(OC)c(/C=N/NC(=O)CCN2CCN(C(c3ccccc3)c3ccccc3)CC2)c1	i	30	0	625	5.0	2.0	5.8	-0.7%	i	0.4	20	18	i	5	-2.8	1030	0.37	1515
O=C(CSc1ccc(-c2cccs2)nn1)NCCc1ccccc1	i	52	-4	688	1.4	0.9	4.1	-0.7%	i	1.7	-16	-5	i	-13	-4.1	1090	nt	nt
O=C(CCC(=O)OCC(F)(F)C(F)F)NCc1ccccc1	i	39	nt	nt	2.5	1.8	8.6	1.3%	i	0.8	-8	-24	i	-2	-6.2	879	0.04	1309
O=C1c2ccccc2C(=O)c2cc(S(=O)(=O)Nc3ccccc3)ccc21	i	48	23	614	2.3	2.6	1.3	0.5%	i	0.7	72*	26*	i	10	-1.0	919	nt	nt
CCN(CC)S(=O)(=O)c1cc(C)c(C)cc1OCC(=O)NC1CCCC1	i	7	1	866	nt	nt	nt	0.5%	i	2.6	nt	nt	nt	nt	nt	nt	nt	nt
Cc1ccc(C(=O)N/N=C\c2cccn2C)cn1	i	39	nt	nt	1.8	1.3	4.7	0.5%	i	2.0	14	7	i	-1	0.7	1422	0.8	1274
CC/C(C)=N/NC(=O)c1[nH]c2ccc(C)cc2c1-c1ccccc1	i	43	-21	562	3.3	2.1	21	0.0%	+	0.7*	9	8	i	13	0.7	1481	0.65	1361
CCOC(=O)C1(P(=O)(c2ccc(Cl)cc2)c2ccc(Cl)cc2)CCC1	i	16	-16	829	4.4	3.1	10	-0.2%	i	0.7	26	17	i	16	3.2	962	0.07	937
CC(C)Cc1csc(NC(=O)c2ccccc2Cl)c1C(=O)O	i	39	-2	648	2.2	1.3	4.8	0.0%	i	0.1	-29	-2	i	-2	0.3	458	-0.39	562
Cn1c(C(=O)O)c(S(=O)(=O)c2ccc(Cl)cc2)c2ccccc21	i	58	-1	873	nt	nt	nt	-0.1%	i	1.0	nt	nt	nt	nt	nt	nt	nt	nt
O=C(NNc1ccccn1)c1ccc(Cl)nc1	i	48	2	649	3.3	2.0	8.8	0.5%	i	0.1	-11	7	i	-8	-1.3	1023	nt	nt
CC(C)N1CCc2c(sc(NC(=O)CCc3ccccc3)c2C(N)=O)C1	i	32	-2	662	1.3	2.0	5.8	-0.9%	i	0.2	-10	-4	i	-6	-3.1	1030	-0.22	1551
COc1ccccc1CCNC(=O)CSc1ccc(-c2ccco2)nn1	i	32	-56	677	1.7	1.6	2.6	-1.0%	i	0.4	0	-17	i	-10	0.6	1208	1.8	1110
O=C(N1CCOCC1)N1CCC(c2nc(-c3ccc(S(=O)(=O)N4CCOCC4)cc3)no2)CC1	i	9	1	702	0.7	0.8	9.8	-1.0%	i	0.9	-15	-18	i	1	4.9	1092	0.22	616
CCOc1ccc(Cl)cc1S(=O)(=O)N1CCC(C(=O)NCc2cccnc2)CC1	i	7	2	732	nt	nt	nt	-0.5%	i	0.9	nt	nt	nt	nt	nt	nt	nt	nt
CCSc1cc(Cl)nc(N)n1	i	54	4	756	nt	nt	nt	0.2%	i	0.1	nt	nt	nt	nt	0.9	1325	-0.12	1009
CC(=O)c1c(C)n(-c2ccc(Br)cc2)c2ccc(O)cc12	i	18	-4	811	nt	nt	nt	-0.7%	i	0.4	nt	nt	nt	nt	nt	nt	nt	nt
CN1CCN(c2ccccc2NC(=O)c2ccc(F)cc2)CC1	i	16	2	714	nt	nt	nt	-0.2%	i	0.7	nt	nt	nt	nt	-1.1	1358	-0.73	931
CCn1c(-c2ccc(F)cc2)cnc1SCC(=O)N1CCc2ccccc21	i	40	1	468	2.0	2.2	6.7	-1.1%	nt	nt	4	5	i	10	-1.1	1026	0.19	1551
O=C(O)CCC(=O)N1CCN(c2ccc(C(=O)c3ccc(F)cc3)cc2)CC1	i	48	-2	693	2.8	1.3	6.9	-0.2%	i	1.0	-3	-5	i	1	nt	nt	nt	nt
O=C(CSc1cccc2cccnc12)N/N=C/c1ccc(O)cc1	i	14	-3	667	nt	nt	nt	0.2%	i	0.7	nt	nt	nt	nt	-0.7	1393	0.57	925
CCOC(=O)Cn1c(-c2cccnc2Cl)nc2cc(Cl)c(Cl)cc21	i	13	nt	nt	3.5	1.8	4.1	-0.5%	i	0.8	10	19	i	-33	-2.5	994	0.93	1265
Cc1[nH]c2ccccc2c1/C=N/Nc1nc(Nc2ccc(F)cc2)nc(N2CCOCC2)n1	i	39	61*	362*	5.6	3.0	14	1.6%	i	0.6	58	42	+	0.1*	-6.5	1117	-0.48	1461
O=C(Cc1csc(N2CCOCC2)n1)N/N=C/c1ccc(Cl)cc1Cl	i	48	-12	802	2.2	1.5	6.9	0.4%	i	1.4	26	5	i	10	-2.0	1250	-0.51	977
CCc1ccc(Oc2nnnn2-c2ccc(C(N)=O)cc2)cc1	i	26	-1	671	5.5	2.8	3.5	-0.1%	i	0.2	6	5	i	-4	9.5	823	-1.7	1585
O=C1CN(C(=O)/C=C/c2cccc(Cl)c2)c2ccccc2N1	i	59	12	696	5.9	1.0	4.8	-1.1%	i	0.1	-1	14	i	9	0.6	1077	-0.83	1297
CCNc1nc(SC(C)C(=O)OC)nc(N(C)C)n1 (stereo not drawn)	i	59	15	686	1.5	1.4	2.2	-0.5%	i	1.3	7	12	i	-3	-1.4	1079	-0.55	1207
COc1ccc(CCNC(=O)c2cnc3ccccn3c2=O)cc1	i	22	nt	nt	2.2	2.4	11	-0.2%	i	2.4	7	-8	i	7	0.8	575	-0.74	1336
O=C(Nc1nnc(CSCc2ccc(F)cc2)s1)c1cccc([N+](=O)[O-])c1	i	30	24	715	4.5	1.8	1.8	-1.1%	i	1.0	18	8	i	-27	-1.8	1117	0.1	1320
CCCCn1c(CN2CCN(C)CC2)nc2ccccc21	i	47	nt	nt	2.6	1.8	4.4	-0.7%	i	4.4	-6	6	i	-4	-5.3	736	-0.65	1234
C=CCn1c(SCC(=O)NC2CCS(=O)(=O)C2)nc2scc(C3CC3)c2c1=O (stereo not drawn)	i	52	nt	nt	4.9	3.3	10	0.1%	i	0.6	-1	14	i	6	-8.6	969	-0.1	1279
CCCCn1nc(NC(=O)CC)c2cc3cc(OC)ccc3nc21	i	49	-16	869	nt	nt	nt	0.0%	i	1.7	nt	nt	nt	nt	nt	nt	nt	nt
CCCNC(=O)C1CCN(c2ccc(S(=O)(=O)N3CCOCC3)cc2Cl)CC1	i	49	19	693	4.8	2.2	2.9	0.6%	i	2.2	-12	7	i	5	-0.9	1203	-0.09	893
O=C(O)c1cc(-c2ccc3c(c2)OCO3)nc2ccc(Br)cc12	i	38	1	701	3.7	0.9	6.8	-0.4%	i	0.5	-3	9	i	13	1.3	1519	-0.57	1482
CCOc1ccc(-c2ccc(SCC(=O)Nc3nnc(C)s3)nn2)cc1	i	42	-3	720	3.1	1.5	10	-0.6%	i	0.6	8	14	i	19	0.7	1037	0.14	1274
COc1cc(OC)cc(C(=O)NNC(=O)c2ccccn2)c1	i	33	22	608	1.6	2.1	1.1	?	+	6.3*	-13	-3	i	7	-5.2	1125	-1.2	1199

Part of the list above in a different format.
Values run as follows: T cell modulator | T cell modulator vesicle-bound % | Hep lipid drop | Hep lipid drop cells 6.5 µM | MT stabilize HCS | MT stabilize HCS Hoechst-high % | MT stabilize HCS cytotoxicity % | West Nile antiviral | Myeloid diff MLP | Myeloid diff MLP GFP+ MAC1+ % | WT yeast gro inh | WT yeast gro inh mutant strain | Autophagy mod | Autophagy mod cell loss 18 h | bCat nuc transl | bCat nuc transl cell count 5 µM | Ins promoter up | Ins promoter up cell count
- CCCCn1nc(NC(=O)CC)c2cc3cc(OC)ccc3nc21
→ i | 49 | -16 | 869 | nt | nt | nt | 0.0% | i | 1.7 | nt | nt | nt | nt | nt | nt | nt | nt
- CCCNC(=O)C1CCN(c2ccc(S(=O)(=O)N3CCOCC3)cc2Cl)CC1
→ i | 49 | 19 | 693 | 4.8 | 2.2 | 2.9 | 0.6% | i | 2.2 | -12 | 7 | i | 5 | -0.9 | 1203 | -0.09 | 893
